RAD54 inh = inhibitors of human RAD54 branch migration; 360,000 tested, 0.14% active; AID 602329; RAD54 Holliday junction branch migration, FAM/BHQ fluorescence; inhibition, % at 10.4 µM;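 active = mean normalized replicate activity at least 40 and at least half of replicates scoring 40 or more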;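 also: 0% = median of neutral control wells and 100% = median of positive control wells; inhibitors cause a drop in the FAM fluorescence signal; in these data hits start at about 50%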
RAD52 inh = blocks human RAD52 DNA annealing | P43351 | recombinant RAD52 DNA annealing, FRET fluorescence | inhibition, % at 18.7 µM | 360,000 tested, 0.46% active | AID 651710;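 active = every replicate showing at least 50% inhibition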
Target sequence (P43351 whole entry, looked up): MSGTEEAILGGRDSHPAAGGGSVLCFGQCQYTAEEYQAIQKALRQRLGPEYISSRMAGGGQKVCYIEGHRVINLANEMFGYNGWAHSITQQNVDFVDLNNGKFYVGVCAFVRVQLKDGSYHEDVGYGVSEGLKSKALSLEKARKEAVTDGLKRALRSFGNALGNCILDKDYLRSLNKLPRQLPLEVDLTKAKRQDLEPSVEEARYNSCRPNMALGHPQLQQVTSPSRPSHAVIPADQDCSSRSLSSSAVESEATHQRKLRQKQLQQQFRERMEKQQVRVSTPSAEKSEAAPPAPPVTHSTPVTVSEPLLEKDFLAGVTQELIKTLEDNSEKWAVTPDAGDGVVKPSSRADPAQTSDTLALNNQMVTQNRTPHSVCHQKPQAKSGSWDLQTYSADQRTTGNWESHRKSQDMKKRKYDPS
FN deposit inh = fibronectin deposition inhibition; 350,000 tested, 0.086% active; inhibition, % at 12.6 µM; AID 743247; AH1F fibroblasts, Alexa488-fibronectin deposition fluorescence, overnight;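 active = mean inhibition across replicates of 30% or more, regardless of how many single replicates reach that level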;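 also: positive control wells lacked labelled fibronectin entirely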
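Assay system: AH1F fibroblast monolayer, labelled fibronectin deposition. Amount: 10000 cells per well. Also added: labelled fibronectin 24 nM. Compound: single-point pinned compound. Incubation: cell attachment 1 h, compound and FN exposure overnight. Detection: fluorescence after three HBSS washes, excitation 485 nm, emission 525 nm. Read-out: inhibition of fibronectin deposition signal.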
EWS-Fli block = EWS/Fli transcriptional activity inhibition | A673 NR0B1-luciferase reporter, viability-normalised | inhibition, % at 12.6 µM | 350,000 tested, 0.67% active | AID 651661;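 active = mean inhibition of at least 50% after viability correction, with every replicate also passing that limit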;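 also: firefly luciferase signal divided by Alamar Blue viability fluorescence both relative to DMSO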
S100A4 MyoIIA = inhibitors of human S100A4 binding to myosin IIA peptide. inhibition, % at 10.7 µM. AID 652163. S100A4/TAMRA-MyoIIA peptide fluorescence polarization. 360,000 tested, 0.14% active;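 active = mean inhibition of at least 70% across replicates, with every replicate also reaching that level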
Target sequence (P26447 whole entry, looked up): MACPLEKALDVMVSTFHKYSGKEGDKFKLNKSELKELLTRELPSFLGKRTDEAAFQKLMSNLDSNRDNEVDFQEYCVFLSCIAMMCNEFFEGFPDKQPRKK
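assay system = human S100A4 monomer with TAMRA-labelled myosin IIA peptide | also added = labelled myosin peptide probe, 5 nM | incubation = 5 min between mix addition and reading | control set = DMSO and TFP controls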
esBAF inh = SWI/SNF esBAF complex inhibition | mouse ES cells, Bmi1-luciferase knock-in reporter, 24 h; 100% = twice the neutral-well signal | reporter increase, % at 12.5 µM | 350,000 tested, 2% active | AID 602393; in the data active = activation above about 40%;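 also: 0% = median of the plate's neutral control wells and 100% = double that signal; a rise in the Bmi1 reporter signal indicates esBAF inhibition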
The depositor's hits bear a star; nt = not tested or not shown. Some of the compounds tested. The share of hits here may be higher or lower than overall.

nr | compound | EWS-Fli block | esBAF inh | RAD52 inh
1 | Cc1cccc(OCC(=O)Nc2cccc(O)c2)c1 | nt | 23 | nt
2 | CC(C)C(=O)OCC(=O)Nc1ccc2c(c1)CCC2 | nt | 2 | nt
3 | COCCN1Cc2cccc(C(=O)Nc3cc(OC)ccc3OC)c2C1=O | nt | -5 | nt
4 | O=C(Cn1c(C(F)(F)F)nc2ccccc21)NCCN1CCCC1 | nt | 1 | nt
5 | COCc1[nH]nc2c1C(c1cccc(OC)c1)C(C#N)=C(N)O2 (centres undefined) | nt | 4 | nt
6 | Fc1ccc(NCc2nnc(SCc3nnc(-c4ccccc4)o3)n2Cc2ccccc2)cc1 | nt | -6 | nt
7 | O=C(c1ccccc1)c1nc2ccccc2n(CCCn2c(=O)c(C(=O)c3ccccc3)nc3ccccc32)c1=O | nt | 17 | nt
8 | O=C1C(C=Nc2ccccc2)=C(O)c2ccccc21 | nt | 56* | nt
9 | CC(CC(=O)NCc1ccccc1)C1CCCO1 (centres undefined) | nt | 3 | nt
10 | O=C(NC(Cc1ccc2c(c1)OCO2)C(=O)NC(Cc1ccccc1)C(=O)O)c1ccccc1 (centres undefined) | nt | -11 | nt
11 | Cc1nn(Cc2ccccc2)c(C)c1C(=O)Nc1ccc(N2CCOCC2)cc1 | nt | -3 | nt
12 | CC1=C(C#N)C(NC(=O)c2ccc(C)cc2)(C(F)(F)F)C(=O)N1 (centres undefined) | nt | 4 | nt

nr | RAD54 inh | FN deposit inh | S100A4 MyoIIA
1 | -13 | -3 | nt
2 | -10 | 4 | nt
3 | 5 | -18 | nt
4 | -16 | -6 | nt
5 | 6 | 1 | nt
6 | -4 | -9 | nt
7 | 3 | 2 | nt
8 | 8 | -2 | nt
9 | -15 | 3 | nt
10 | 2 | 6 | nt
11 | 7 | 0 | nt
12 | -3 | -12 | nt

(listing goes on)
nr | compound | EWS-Fli block | esBAF inh | RAD52 inh
13 | O/N=C1\CCCc2nnc3c(c21)CCCC3 | nt | -4 | nt
14 | O=c1cc(CSc2nnnn2-c2ccccc2)nc2scc(-c3ccccc3)n12 | nt | -10 | nt
15 | COc1cccc(OCC(=O)NN=C2c3ccccc3-c3ccccc32)c1 | nt | 3 | nt
16 | CS(=O)(=O)NCc1ccc(C(=O)NC2CCCCC2)cc1 | nt | -5 | nt
17 | O=C(CSc1nnc(-c2ccncc2)n1-c1ccc(Cl)cc1)NCc1cccs1 | nt | 4 | nt
18 | COc1ccc(-n2c(SCCC#N)nnc2-c2cc(Cl)ccc2OC)cc1Cl | nt | 0 | nt
19 | Cc1c(-c2ccccc2)[n+](=O)c(-c2ccco2)c(C)n1[O-] | nt | -3 | nt
20 | O=C1c2ccccc2C(=O)N1C/C=C/c1ccccc1 | nt | 4 | nt
21 | Cc1c(C#N)c(=O)oc2ccc3ccccc3c12 | nt | -8 | nt
22 | Nn1c(Cc2ccccc2F)nnc1SCC(=O)N1CC(=O)Nc2ccccc21 | nt | -10 | nt
23 | C=CCn1c(SCC(=O)N2CCOCC2)nc(O)cc1=O | nt | -4 | nt
24 | Brc1ccc(-c2csc(N3CCC(c4ccccc4)C3)n2)cc1 (centres undefined) | nt | 22 | nt

nr | RAD54 inh | FN deposit inh | S100A4 MyoIIA
13 | 6 | 10 | nt
14 | -5 | -4 | nt
15 | -6 | 2 | nt
16 | -16 | 9 | nt
17 | -12 | -3 | nt
18 | 2 | 10 | nt
19 | -13 | -3 | nt
20 | 2 | 8 | nt
21 | 18 | 0 | nt
22 | -3 | 6 | nt
23 | 3 | 16 | nt
24 | 3 | -7 | nt

Further structures follow:
nr | compound | EWS-Fli block | esBAF inh | RAD52 inh
25 | NC1=NC2(CCN(Cc3ccccc3)CC2)n2c(nc3ccccc32)N1 | nt | -2 | nt
26 | CCOc1ccccc1CNC(=O)c1cc2oc3ccccc3c2n1C | nt | 7 | nt
27 | CCOc1ccc(S(=O)(=O)N2CCCCC2)c2ccccc12 | nt | 12 | nt
28 | CCc1ccc(OCc2nnc(SCC(=O)NCc3ccco3)o2)cc1 | nt | -11 | nt
29 | COCCNC(=O)CN1CCC(NC(=O)Nc2ccc(C(F)(F)F)cc2)CC1 | nt | -3 | nt
30 | CC(C)NC(=O)C(Sc1ccccc1)c1ccccc1 (centres undefined) | nt | -8 | nt
31 | Cc1nn(-c2ccccc2)c(C)c1NC(=O)c1ccc(S(=O)(=O)N2CCCC2)cc1 | nt | 1 | nt
32 | O=C(CN1C(=O)NC2(CCOc3ccccc32)C1=O)Nc1ccc2c(c1)OCCO2 (centres undefined) | nt | 10 | nt
33 | Cc1ccc(OCCSc2ncnc3sc(C)c(C)c23)cc1C | nt | 3 | nt
34 | N#CC(C#N)=C/C(C#N)=C(/N)N1CCN(c2ccc(Cl)cc2)CC1 | 0 | nt | -51
35 | CCCCCSc1nnc(C)c(=O)[nH]1 | 14 | nt | -17
36 | CCCc1cn([C@H]2C[C@@H]3O[C@@H](CO)CC[C@@H]3O[C@@H]2CCc2ccc(-c3cccc(OC)c3)cc2)nn1 | -3 | nt | -52

nr | RAD54 inh | FN deposit inh | S100A4 MyoIIA
25 | 4 | 10 | nt
26 | 1 | -1 | nt
27 | 1 | -6 | nt
28 | -5 | -1 | nt
29 | 10 | -6 | nt
30 | 1 | -8 | nt
31 | -11 | 7 | nt
32 | -3 | -4 | nt
33 | -12 | -2 | nt
34 | nt | nt | 1
35 | nt | nt | -1
36 | nt | nt | -3

Further results
nr | compound | EWS-Fli block | esBAF inh | RAD52 inh
37 | COCCn1c(=S)[nH]c2cc(C(=O)NCC3CCCO3)ccc2c1=O (centres undefined) | 0 | nt | -16
38 | COCC(=O)N[C@H]1C[C@@H]2O[C@@H](CO)CC[C@@H]2O[C@@H]1CCc1ccc(-c2ccccc2)cc1 | 34 | nt | 5
39 | O=C(/C=C/c1ccccc1)N1CCN(Cc2nc3ccccc3c(=O)[nH]2)CC1 | 11 | nt | -15
40 | Cc1ccc(NC(=O)Cc2nnc(SCC(=O)c3ccc(Br)cc3)n2C)cc1Cl | -6 | nt | -18
41 | CCOC(=O)C1CCN(C(=O)Cc2c(F)cccc2Cl)CC1 | 6 | nt | 13
42 | CCOC(=O)/C=C/c1ccccc1O | 4 | nt | -17
43 | Cc1ccsc1C(=O)Nc1cc(C(C)(C)C)nn1-c1ccccc1 | 3 | nt | -3
44 | COc1ccc(/C=C/C(=O)c2ccccc2)cc1COc1ccc(F)cc1 | 11 | nt | -7
45 | CCC(C)(C)n1nnnc1C(c1cc2ccc(C)cc2[nH]c1=O)N(Cc1cccnc1)Cc1ccco1 (centres undefined) | 1 | nt | -21
46 | CC[C@H](C)[C@H](NS(=O)(=O)c1ccc(C)cc1)C(=O)N1CCC(C(=O)N[C@H](C(=O)O)C(C)C)CC1 | -12 | nt | -10
47 | Cc1ccc(S(=O)(=O)NC[C@@H]2CC[C@H]3[C@H](CN3Cc3ccccc3C(=O)O)O2)cc1 | 0 | nt | 8
48 | COc1ccc2[nH]c3c(c2c1)CCN1C(=O)CC[C@H]31 | 4 | nt | 4

nr | RAD54 inh | FN deposit inh | S100A4 MyoIIA
37 | nt | nt | -1
38 | nt | nt | 2
39 | nt | nt | 10
40 | nt | nt | 8
41 | nt | nt | -4
42 | nt | nt | 3
43 | nt | nt | -4
44 | nt | nt | 3
45 | nt | nt | -4
46 | nt | nt | -2
47 | nt | nt | -1
48 | nt | nt | 4

Six compounds picked at random from those above:
nr | compound | EWS-Fli block | esBAF inh | RAD52 inh
14 | O=c1cc(CSc2nnnn2-c2ccccc2)nc2scc(-c3ccccc3)n12 | nt | -10 | nt
2 | CC(C)C(=O)OCC(=O)Nc1ccc2c(c1)CCC2 | nt | 2 | nt
20 | O=C1c2ccccc2C(=O)N1C/C=C/c1ccccc1 | nt | 4 | nt
27 | CCOc1ccc(S(=O)(=O)N2CCCCC2)c2ccccc12 | nt | 12 | nt
48 | COc1ccc2[nH]c3c(c2c1)CCN1C(=O)CC[C@H]31 | 4 | nt | 4
8 | O=C1C(C=Nc2ccccc2)=C(O)c2ccccc21 | nt | 56* | nt

nr | RAD54 inh | FN deposit inh | S100A4 MyoIIA
14 | -5 | -4 | nt
2 | -10 | 4 | nt
20 | 2 | 8 | nt
27 | 1 | -6 | nt
48 | nt | nt | 4
8 | 8 | -2 | nt

Later entries:
nr | compound | EWS-Fli block | esBAF inh | RAD52 inh
49 | O=C(NC[C@@H]1CC[C@@H]2[C@@H](CN2S(=O)(=O)c2ccccc2[N+](=O)[O-])O1)c1cnccn1 | -3 | nt | 7
50 | CC(=O)N[C@H]1C[C@@H]2O[C@@H](CO)CC[C@@H]2O[C@@H]1CCc1ccc(-c2ccc(F)cc2)cc1 | 2 | nt | 0
51 | O=C(N[C@@H]1C[C@@H]2O[C@H](CO)CC[C@@H]2O[C@@H]1CCc1ccc(-c2cccnc2)cc1)c1cccc(F)c1 | 0 | nt | 10
52 | COc1ccc(CCN(C)Cc2ccc(OC)c(OCc3ccccc3)c2)cc1OC | 5 | nt | -12
53 | CSc1ncc(Cl)c(C(=O)Nc2sc3c(c2C(=O)NCc2ccco2)CCCC3)n1 | 13 | nt | -178
54 | COc1cc2c(cc1OC)[C@@]13ON=C(c4ccc(OCCO)cc4)[C@@H]1CCN3CC2 | -16 | nt | 13
55 | O=C(Nc1ccccc1)C(Cc1ccccc1)NC(=O)C12CC3CC(CC(C3)C1)C2 (centres undefined) | -3 | nt | -2
56 | CN(CC(=O)O/N=C(\N)c1ccccn1)S(=O)(=O)c1ccccc1 | -3 | nt | -1
57 | Cc1nn(Cc2ccc(F)cc2)c(C)c1NC(=O)c1cc(-c2ccco2)on1 | 2 | nt | -46
58 | O=C(C1CC1)N1CCC(c2nc(-c3ccc(S(=O)(=O)NCC4CCCO4)cc3)no2)CC1 (centres undefined) | 14 | nt | -16
59 | O=C(c1ccccc1F)N1C[C@H]2O[C@H](CNS(=O)(=O)c3ccccc3)CC[C@H]21 | 0 | nt | -6
60 | O=C(N[C@H]1C[C@@H]2O[C@H](CO)CC[C@@H]2O[C@@H]1CCc1ccc(-c2ccccc2)cc1)c1cnccn1 | -2 | nt | 0

nr | RAD54 inh | FN deposit inh | S100A4 MyoIIA
49 | nt | nt | 6
50 | nt | nt | -1
51 | nt | nt | 18
52 | nt | nt | 2
53 | nt | nt | -5
54 | nt | nt | -1
55 | nt | nt | -1
56 | nt | nt | -2
57 | nt | nt | -3
58 | nt | nt | 1
59 | nt | nt | -10
60 | nt | nt | 10

Additional records follow.
nr | compound | EWS-Fli block | esBAF inh | RAD52 inh
61 | O=c1c2c(-c3cccs3)csc2ncn1-n1cccc1 | 10 | nt | -15
62 | COC(=O)c1cn(C[C@@H](Cc2ccccc2)NC(=O)Nc2ccccc2)nn1 | 8 | nt | -2
63 | O=C1C2C3C=CC(C3)C2C(=O)N1c1n[nH]c(-c2cccnc2)n1 (centres undefined) | -4 | nt | -10
64 | [O-][n+]1onc2c1CCc1c-2nn(-c2ccccc2Cl)[n+]1[O-] | 7 | nt | -8
65 | COC(=O)c1c(CC[C@@H](CO)NC(=O)N2CCC[C@H]2Cn2cc(C3(O)CCCCC3)nn2)oc(C(C)=O)c1C(=O)OC | -9 | nt | 7
66 | Cc1cccc2c3c([nH]c12)[C@H]1CCC(=O)N1CC3 | 13 | nt | -3
67 | O=C(CSc1ncnc2c1oc1ccccc12)OCc1ccccc1 | 7 | nt | -11
68 | O=C1C=CCCN1C(=O)/C=C/c1cccc(C(F)(F)F)c1 | 62* | nt | 17
69 | CC(=O)c1cccc(NC(=O)Nc2cnn(Cc3ccc(F)cc3)c2)c1 | -6 | nt | -9
70 | COc1ccc(-c2ccc(S(=O)(=O)N3CCOCC3)cc2)cc1 | -6 | nt | -14
71 | O=C(CN(c1ccccc1)S(=O)(=O)c1ccc(Cl)cc1)Nc1ccccc1C(=O)N1CCCC1 | 6 | nt | 0
72 | COc1ccc(S(=O)(=O)NCc2ccc(C(=O)O)cc2)cc1 | 1 | nt | -10

nr | RAD54 inh | FN deposit inh | S100A4 MyoIIA
61 | nt | nt | -18
62 | nt | nt | 3
63 | nt | nt | -1
64 | nt | nt | -5
65 | nt | nt | 13
66 | nt | nt | 3
67 | nt | nt | -9
68 | nt | nt | 8
69 | nt | nt | 1
70 | nt | nt | -5
71 | nt | nt | -3
72 | nt | nt | 2

Compound activity as filed in PubChem BioAssay.
